# SMN2 splice enh: increases expression of the SMN2 splice variant; HEK293 SMN2-luciferase splicing reporter, luminescence, 30-36 h; Potency, µM (titrated, usually from 46.1 µM), for inactives: at the top dose activity change, positive = activation, most hits filed as activators; hit rate 2.8% among 210,000; note: % of control where 0% means no effect; nearly all actives have a fitted effect of over 55% in size
#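 qHTS luciferase splicing reporter: luminescence rises when SMN2 exon 7 is included in transfected HEK293 cells. Compound exposure lasted 30-36 h at 37C, with 4.5 mM final sodium butyrate as control, followed by a ONE-Glo read.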
# Epigenetic reg: epigenetic control regulation, reporter derepression; hit rate 0.2% among 280,000; murine LDR cells, GFP reporter derepression, 30 h; AID 1865; Potency, µM (highest dose often 53.9 µM), for the others: at the top dose GFP activation, usual class: activators; note: % of control where 0% means no effect; nearly all actives have a fitted effect of over 60% in size
#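 Murine LDR cells bearing a silenced CMV-driven GFP reporter were exposed to compound for 30 h at 37 C. After PBS washes, GFP-positive cells (20-120 um objects) counted by laser-scanning microplate cytometry.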
# GoLoco inh red: RGS12 GoLoco-Gai1 interaction inhibition; P63096; Gai1:RGS12 GoLoco peptide FP, rhodamine, 10 min; Potency, µM (top dose mostly 61.6 µM), for the others: top-dose activity, negative = inhibition, usual class: inhibitors; hit rate 0.44% among 230,000; active = well fitted inhibition curve with a large enough effect, not every such curve was filed as active; inactive = no such curve, though single readings can be large or run the other way; note: % is set by controls: 0 for no effect and ±100 for the full control effect; nearly all actives have a fitted effect of over 30% in size; many of its hits are not listed in these tables
# Target sequence (P63096 whole entry, looked up): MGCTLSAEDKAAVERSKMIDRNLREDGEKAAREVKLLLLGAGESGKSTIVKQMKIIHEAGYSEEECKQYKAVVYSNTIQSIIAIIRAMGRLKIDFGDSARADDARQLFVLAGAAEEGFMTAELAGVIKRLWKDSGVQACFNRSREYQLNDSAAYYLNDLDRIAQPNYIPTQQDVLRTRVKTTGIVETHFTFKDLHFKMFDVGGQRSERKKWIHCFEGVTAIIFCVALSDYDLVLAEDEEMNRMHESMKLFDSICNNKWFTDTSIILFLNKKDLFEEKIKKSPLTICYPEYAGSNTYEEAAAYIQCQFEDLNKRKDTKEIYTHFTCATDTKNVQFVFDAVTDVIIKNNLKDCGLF
# Luc counter: counter-screen: inhibitors of Kinase-Glo firefly luciferase; Q27757; Kinase-Glo luciferase, ATP luminescence, 8 min; Potency, µM (doses to about 38.3 µM), for inactives: at the top dose activity change, negative = inhibition, most hits filed as inhibitors; hit rate 0.28% among 200,000; note: % is set by controls: 0 for no effect and ±100 for the full control effect; nearly all actives have a fitted effect of over 60% in size
#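 Compound is pinned into ATP-containing buffer (10 uM ATP, imidazole pH 7.2, 7 mM MgCl2). Kinase-Glo luciferase reagent is then added. Light output is recorded following an 8-min room-temperature incubation.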
# JMJD2E inh: inhibitors of human JMJD2E histone demethylase. B2RXH2. JMJD2E catalytic domain, FDH-coupled NADH fluorescence (FDH is formaldehyde dehydrogenase). Potency, µM (highest dose often 57.1 µM), without a hit: top-dose activity change, negative = inhibition, actives largely listed as inhibitors. hit rate 1.6% among 230,000; active = well fitted inhibition curve with a large enough effect, not every such curve was filed as active; inconclusive = small, poorly fitted or top-dose-only effect, or another doubt; inactive = no such curve, though single readings can be large or run the other way;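 note: 0% = wells with enzyme and -100% = buffer wells without enzyme; nearly all actives have a fitted effect of over 50% in size; many of its hits are not listed in these tables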
# Target sequence (B2RXH2 1-337 limits assumed): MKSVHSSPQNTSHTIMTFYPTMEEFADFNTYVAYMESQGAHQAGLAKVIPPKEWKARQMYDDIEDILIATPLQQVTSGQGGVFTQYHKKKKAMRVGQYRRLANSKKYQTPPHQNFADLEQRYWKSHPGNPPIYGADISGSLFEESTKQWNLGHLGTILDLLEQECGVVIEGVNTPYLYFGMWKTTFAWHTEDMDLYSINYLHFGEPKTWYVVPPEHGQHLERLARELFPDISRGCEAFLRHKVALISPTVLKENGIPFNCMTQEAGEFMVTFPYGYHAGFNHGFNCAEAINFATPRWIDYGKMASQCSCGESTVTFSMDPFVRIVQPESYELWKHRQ
# IMPase Li inh: membrane-permeable IMPase blocker, potentiated with lithium | CHO-M1 cells, IP1 TR-FRET (IP-One), carbachol + lithium | Potency, µM (top dose mostly 59.4 µM), inactives show at the top dose activity, negative = IMPase inhibition, usual class: inhibitors | hit rate 0.35% among 210,000;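 note: IP1 builds up when IMPase is blocked and the TR-FRET signal falls; plate controls were basal vehicle for no effect and high inhibitor control for full effect; nearly all actives have a fitted effect of over 50% in size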
#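 Steps: plate 2000 CHO-M1 cells per well and culture 16–30 h; add compound and lithium; incubate 30 min, 37C; add d2-IP1 tracer and Eu cryptate anti-IP1 antibody in lysis buffer; read after 10 min at room temperature.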
# NPSR antagonist: antagonists of human neuropeptide S receptor cAMP signaling; Potency, µM (series often up to 38.3 µM), without a hit: at the highest dose activity change, negative = inhibition, hits mostly inhibitors; CHO-NPSR cells, cAMP TR-FRET, antagonist mode; hit rate 1% among 220,000; note: % is set by controls: 0 for no effect and ±100 for the full control effect; nearly all actives have a fitted effect of over 50% in size; many of its hits are not listed in these tables
# Target sequence (Q6W5P4 whole entry, looked up): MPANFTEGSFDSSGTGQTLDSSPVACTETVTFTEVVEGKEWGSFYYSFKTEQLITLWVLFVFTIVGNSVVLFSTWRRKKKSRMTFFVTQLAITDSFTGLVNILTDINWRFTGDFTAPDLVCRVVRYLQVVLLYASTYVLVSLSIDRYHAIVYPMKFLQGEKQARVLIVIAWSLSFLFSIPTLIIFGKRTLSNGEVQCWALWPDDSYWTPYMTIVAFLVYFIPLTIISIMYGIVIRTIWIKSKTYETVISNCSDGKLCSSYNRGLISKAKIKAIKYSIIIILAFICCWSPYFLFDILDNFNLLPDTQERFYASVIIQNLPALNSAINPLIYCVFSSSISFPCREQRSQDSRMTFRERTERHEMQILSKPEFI
# RECQ1 helicase: blocks DNA unwinding by human RECQ1; AID 2549; RECQ1 DNA unwinding, red fluorescence kinetic read; P46063; Potency, µM (doses to about 57.3 µM), without a hit: top-dose activity, negative = inhibition, most hits filed as inhibitors; hit rate 0.54% among 240,000;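 note: plate controls were vehicle for no effect and no enzyme for full effect; nearly all actives have a fitted effect of over 30% in size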
#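 RECQ1T1 50 nM; forked duplex (20 bp + 30-nt ss tails) 200 nM, ATP 2 mM final; pH 8.0, 2 mM MgCl2, 2.5 ug/ml poly(dI-dC); 15 min compound preincubation; discontinuous kinetic read over 2 h at RT.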
# * = called active by the depositor; i = inactive; ? = inconclusive; / = not tested or not shown; [ ] = remark or other dose. Unless noted, calls come from the whole dose curve; as a rule, active = well fitted curve in the direction sought with a large enough effect; inconclusive = small, poorly fitted or top-dose-only effect, or another doubt; inactive = no such curve, though single readings can be large; an effect the other way counts as inactive or inconclusive. Potency is the fitted concentration of half-maximal effect. Not all compounds are listed. The share of hits here may be higher or lower than overall.
# Results follow in this order: SMN2 splice enh | Epigenetic reg | GoLoco inh red | Luc counter | JMJD2E inh | IMPase Li inh | NPSR antagonist | RECQ1 helicase
O=C(Cn1ccc(C(F)(F)F)n1)N/N=C/c1ccc(N2CCOCC2)cc1
 : 0% | -1.3% | 4% | -3% | ? | 0% | -4% | -5%
CC(C(=O)NC1CCCC1)N(C(=O)c1snc(C(N)=O)c1N)c1ccc2c(c1)OCCO2 (stereo not given)
 : -14% | -1.2% | -3% | 4% | -17% | 2%[38.3 µM] | -8%[46.1 µM] | i
CN(C)c1ccnc2sc(C(=O)c3ccc(Br)cc3)c(N)c12
 : 22µM* | 2.2% | 22% | -1% | 2% | -5% | -17% | i
Cc1nc2cc(NC(=O)Nc3ccccc3Cl)ccc2n1C
 : / | -1.4% | 16% | ? | 0% | 3% | 10% | -4%
COC(=O)CCCC1=CC2=CC(=O)C(C)(OC(=O)c3cccs3)C(=O)C2=CN1c1ccccc1 (stereo not given)
 : -8%[9.22 µM] | / | 0%[14.2 µM] | -4%[7.66 µM] | ? | -6% | / | 10%[11.5 µM]
O=C(Nc1ccccc1)c1cc([N+](=O)[O-])ccc1NCc1cccnc1
 : / | -0.9% | / | / | 5% | / | ? | 0%
O=C(COC(=O)c1cc[n+]([O-])cc1)Nc1ccc(SC(F)F)cc1
 : / | -1.9% | 91%[activator] | / | 4% | / | 5% | -7%
Cc1cc(C(=O)NNC(=S)NCc2ccco2)nn1C
 : -1% | 1.8% | 7% | 2% | ? | 5% | 9% | i
Cc1cc(C)c(S(=O)(=O)Nc2ccnc(-c3cccnc3)n2)c(C)c1
 : 1% | 0.3% | 4% | 4% | -8% | -3% | -19% | -8%
CN(C)c1cccc2c(/C=N/O)ccc(N(C)C)c12
 : -9% | 0.5% | -2% | 3% | ? | 23% | 4% | 0%
CCc1nnc(NC(=O)CC(=O)Nc2ccccc2C(=O)O)s1
 : -11% | 0.0% | 9% | -5% | ? | 4%[38.3 µM] | 16%[46.1 µM] | 0%
Cc1cc(C(=O)NC(C)c2ccncc2)cs1 (stereo not given)
 : 8% | 3.7% | -3% | 2% | 3% | -12%[38.3 µM] | 13%[46.1 µM] | -2%
Cc1nonc1OCCCNc1ccc([N+](=O)[O-])cc1Cl
 : -1% | -0.1% | 8% | 1% | 8% | 9% | -21% | -2%
CSCCC(NC(=O)c1ccccc1)C(=O)OCC(=O)N(C)CCC#N (stereo not given)
 : 17% | -1.5% | -2% | -2% | 2% | -3% | 13% | 5%
C=C(C)c1cccc(C(C)(C)NC(=O)N2CCC(C(N)=O)CC2)c1
 : 7% | 0.9% | -3% | 1% | -2% | -3% | 10% | 1%
O=[n+]1c2c(n([O-])c3c1CCC3)CCCC2
 : 24% | -1.0% | -1% | 2% | 9% | 20%[38.3 µM] | -9%[46.1 µM] | -4%
CCCc1c(C)nc2ccccc2c1SCCC#N
 : -44%[inhibitor] | 1.0% | -4% | 0% | 6% | -5% | 2% | -8%
O=C(/C=C/c1ccco1)N(Cc1ccccc1)C1CCS(=O)(=O)C1 (stereo not given)
 : / | 1.1% | 4% | / | -5% | / | 12% | -15%
Nc1nc(SCc2nc3scc(-c4ccccc4)c3c(=O)[nH]2)n[nH]1
 : -29% | -3.9% | 68%[activator] | -3% | -2% | 52%[activator][38.3 µM] | -19%[46.1 µM] | 0%
CCOC(=O)c1c(-c2ccccc2)oc2ccc(O)c(CN3CCOCC3)c12
 : -8% | -1.0% | 6% | 1% | -1% | 3%[38.3 µM] | ? | -5%
N#C/C(=N\Nc1c(Cl)cccc1Cl)C(=O)NN
 : ? | 7.8% | -4% | -6% | 15% | 37%[38.3 µM] | -8%[46.1 µM] | -9%
Cc1ccc(CNc2nc(N)c([N+](=O)[O-])c(Nc3cccc(F)c3)n2)cc1
 : -20% | -1.0% | 3% | 2% | -3% | 42%[activator][38.3 µM] | 3%[46.1 µM] | -2%
O=C(CSc1nnc(CNc2ccc(F)cc2)o1)N1CCCc2ccccc21
 : 2% | 1.0% | 0% | -4% | 2% | 8%[38.3 µM] | -3%[46.1 µM] | -3%
NC(=S)N/N=C/c1ccc(Br)o1
 : 22% | -2.7% | 3% | 8% | -2% | -4% | 7% | -5%
Cc1csc(SCC(=O)NC(=O)NCc2ccccc2)n1
 : -6% | -1.1% | 1% | 7% | 1% | 41%[activator][38.3 µM] | -10%[46.1 µM] | 0%
O=[N+]([O-])c1ccc(Sc2n[nH]c(-c3ccc(Cl)cc3Cl)n2)nc1
 : 4% | 0.0% | 6% | 0% | ? | -16%[38.3 µM] | -13%[46.1 µM] | -12%
O=C(O)c1ccccc1C(=O)c1ccc2c(c1)N(Cc1ccc(Cl)c(Cl)c1)C(=O)CO2
 : -22% | -1.8% | 7% | 2% | -24% | 20% | -44% | -19%
CC(=O)c1ccc(OC(C)C)c(CC(C(N)=O)C(N)=O)c1
 : 18% | 0.0% | 12% | -3% | -2% | 4%[38.3 µM] | 1%[46.1 µM] | 5%
O=C1c2ccccc2C(=O)N1CCC1=CCCCC1
 : 21% | -1.6% | 0% | -6% | 4% | 6%[38.3 µM] | ? | -8%
CC1CC(C)CN(C(=O)CSCC(=O)Nc2nc(-c3cccs3)cs2)C1 (stereo not given)
 : 16% | -0.8% | 8% | 1% | 0% | 38%[activator][38.3 µM] | -6%[46.1 µM] | -7%
O=C(COC(=O)C1CC(=O)N(Cc2ccccc2)C1)c1ccc(Br)cc1 (stereo not given)
 : 19% | 0.0% | 1% | 2% | 5% | -6% | 14% | -11%
CC1CCCCN1S(=O)(=O)c1ccc(N(C(=O)c2cnccn2)C(C(=O)NC2CCCC2)c2cccs2)cc1 (stereo not given)
 : 2%[1.84 µM] | -0.9% | 3% | -1% | -3% | -2% | 1% | -1%
CCn1c(SCC(=O)N/N=C/C=C\c2ccco2)nc2ccccc21
 : -4% | -1.1% | 26% | 3% | ? | 6% | -14% | ?
CN(C)C(=O)N1CCC(C(=O)NCc2ccccc2Cl)CC1
 : -10% | -0.9% | 6% | 0% | 6% | -7% | -7%[46.1 µM] | -14%
CC(=O)c1cc2c(cc1NC(=O)CCNC(=O)c1ccccc1Cl)OCO2
 : -11% | 0.0% | 3% | -1% | ? | -6%[38.3 µM] | -9%[46.1 µM] | -3%
COC(=O)C1(S(=O)(=O)c2ccc(C)cc2)CCOCC1
 : -10% | -2.3% | -2% | -8% | 1% | -14%[38.3 µM] | 0%[46.1 µM] | -8%
O=C(COc1ccc(Cl)cc1)c1ccc(O)cc1O
 : / | 2.4% | 11% | / | -2% | / | ? | -12%
COc1ccc(C2CC(c3cccc(OC)c3OC)n3nnnc3N2)cc1 (stereo not given)
 : -8% | 2.4% | 11% | 0% | -3% | 1%[38.3 µM] | -4%[7.67 µM] | i
O=C(CN1C2=NCCN2c2ccccc21)c1ccc(Br)cc1
 : -9% | -3.2% | -1% | -3% | 5% | 4%[38.3 µM] | 1%[46.1 µM] | ?
CN(C)c1ccc(C(=C2C=CC(=[N+](C)C)C=C2)c2c(O)c(S(=O)(=O)O)cc3cc(S(=O)(=O)O)ccc23)cc1
 : -43%[inhibitor][9.22 µM] | / | 4%[14.2 µM] | ? | / | 112%[activator] | / | /
NC(=O)C1CCN(C(=O)CSc2nc3ccccc3o2)CC1
 : 3% | 0.0% | -8% | 2% | 1% | 0% | -4%[46.1 µM] | -3%
Cc1ccc(N/C=C/C(=O)c2sc(-c3ccccc3)nc2C)cc1
 : -12% | 0.0% | -43% | -1% | -3% | -4%[38.3 µM] | -6%[46.1 µM] | 1%
CN(C)S(=O)(=O)N1CCN(S(=O)(=O)c2ccc(F)cc2)CC1
 : / | 1.2% | -11% | -1% | -3% | -11%[38.3 µM] | -3%[46.1 µM] | -1%
CCc1nc2scc(-c3ccc(C)cc3)c2c(=O)n1N
 : -22% | 0.1% | 7% | 4% | 12% | 1% | -7% | -15%
c1ccc(-c2nn3c(Cn4nnc5ccccc54)nnc3s2)nc1
 : 13% | -1.0% | -60% | -1% | ? | 28%[38.3 µM] | -16%[46.1 µM] | -8%
O=C(Nc1ccn(Cc2c(F)c(F)cc(F)c2F)n1)c1ccc(COc2ccccc2Cl)cc1
 : -39%[inhibitor] | -1.9% | -2% | -2% | -11% | 24%[38.3 µM] | -21%[46.1 µM] | -9%
O=c1[nH]c2ccc(S(=O)(=O)N3CCC(Cc4ccccc4)CC3)cc2o1
 : / | 0.0% | / | / | -9% | / | -16%[46.1 µM] | -7%
O=C(N/N=C/c1ccc(O)cc1)c1ccc(COc2cc(Cl)ccc2Cl)o1
 : 11% | 4.7% | -1% | -3% | ? | 3%[38.3 µM] | ? | -25%
CCC1CC(CSC(=N)N)OC1=O (stereo not given)
 : / | 4.9% | 3% | / | -7% | / | 47% | -2%
COC(=O)c1ccccc1NC(=O)CSCC(=O)Nc1ccccc1OC
 : -8% | -1.1% | 6% | -1% | 0% | 2%[38.3 µM] | -3%[46.1 µM] | -8%
CCCc1cnc(N2CCN(C(=O)c3c(-c4ccccc4)noc3C)CC2)nc1
 : / | 4.9% | 0% | / | ? | / | 41% | -5%
CC1OC(OCC2OC(Oc3c(-c4ccc(O)c(O)c4)oc4cc(O)cc(O)c4c3=O)C(O)C(O)C2O)[C@@H](O)C(O)C1O (stereo not given in full)
 : -13% | -0.8% | -3% | -2% | 7.1µM* | 17% | / | -5%
Cc1sc2ncn(CC(=O)Nc3c(F)cccc3F)c(=O)c2c1S(=O)(=O)N1CCC(C)CC1
 : 7% | 1.5% | -6% | -2% | 7% | -13% | 7% | i
CCC(CC)NC(=O)CO/N=C/c1ccccc1OC(F)F
 : -4% | -1.8% | -18% | 3% | 0% | -5% | 2% | -11%
COc1ccc2cc(C)c3nnc(SCC(=O)Nc4cc(OC)c(OC)cc4C(=O)O)n3c2c1
 : 25% | 5.8% | 5% | 2% | -20% | 0% | 12% | -3%
CC(C)=CCC(C)(C)C1OCCN1C(=O)c1ccccc1 (stereo not given)
 : 19% | -1.1% | -3% | 0% | 12% | 22%[38.3 µM] | -8%[46.1 µM] | 0%
C=CCN1C(=O)C(Cc2ccccc2)S/C1=N/N=C/c1cccs1 (stereo not given)
 : -28% | 1.0% | 6% | -5% | 8% | 21%[38.3 µM] | -25%[46.1 µM] | -7%
O=C(c1ccncc1)N1CCC2(CC1)CCN(c1ccccc1)CC2
 : -29% | / | 0% | -4% | / | 13% | / | -2%
COc1ccccc1NC(=O)COc1ccc(Br)cc1CNC1CCCC1
 : -14% | 4.6% | 9% | -2% | -1% | 17% | -49% | 23%

# Screening data (PubChem BioAssay)
